# Compound activity as filed in PubChem.
# Arrestin-AP2 inh = blocks beta-arrestin peptide binding to AP2 adaptin; FITC-arrestin peptide / GST-AP2 beads, flow cytometry; AP2 beta2 appendage carries R879A mutation; hit rate 0.31% among 340,000; AID 504490; inhibition, % at 10 µM;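 active = inhibition above a set limit, near 3 SD of compounds lacking own fluorescence, cut at about 54% in these data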;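 note: plate controls were DMSO wells for no effect and 5 µM unlabelled arrestin peptide for full effect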
#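 Test system: GST-tagged AP2 beta2-adaptin appendage (R879A) on 4 µm glutathione beads; also added: fluorescein-tagged arrestin peptide at 50 nM final; timing: 12 min plus 1 h, RT; signal: flow cytometry, FL1 (488/535 nm); read-out: percent drop in bead-associated FITC signal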
# SR-BI DiI-HDL act = enhances SR-BI lipid uptake from DiI-HDL. CHO ldlA[mSR-BI] cells, DiI-HDL uptake fluorescence, 3 h; 100 = double the neutral-control signal. activation, % at 12.5 µM. hit rate 0.096% among 320,000. AID 504775;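 active = mean replicate activation of at least 60% and every replicate at or above 60%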;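 note: 0% = median plate neutral-control signal and 100% = twice that signal; values of inactives mirror those of a sister screen read the other way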
#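 Test system: SR-BI-overexpressing, LDLR-lacking CHO cells; Also added: labelled HDL, 10 µg/mL; Measured by: bottom-read cell fluorescence after medium removal, ex 550/em 595 nm; Timing: 3 h uptake period with compound, 37 °C; Buffer or medium: F12, 0.5% BSA, 25 mM HEPES; Doses: single compound concentration, delivered by pin transfer.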
# NSD2 inh = NSD2 (human) methyltransferase inhibition; NSD2 peptide methylation, AlphaScreen, 120 min; hit rate 0.54% among 310,000; inhibition, % at 12.5 µM; O96028; in the data active = inhibition above about 50%
# PvdQ inh = blocks Pseudomonas aeruginosa PvdQ acylase activity. inhibition, % at 10 µM. hit rate 0.063% among 340,000. purified PvdQ acylase, fluorescence plate reader; in the data active = inhibition above about 30%, passing the limit was not always enough;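 note: 0% = vehicle neutral wells and 100% = reference inhibitor wells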
# LANA DNA inh = blocks KSHV LANA C-terminal domain binding to DNA | MBP-C-LANA/FAM-LBS DNA binding, fluorescence polarization | inhibition, % at 9 µM | hit rate 0.078% among 340,000 | AID 504423;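 active = highest replicate inhibition at or above 60% at 9 µM, even if other replicates fall short; inactive = all replicates below 60% inhibition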;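 note: 0% = neutral control wells and 100% = 4 µM acridine orange control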
# Keap1 Nrf2 FP = Keap1-Nrf2 (human) interaction inhibition | Keap1 Kelch-Nrf2 peptide fluorescence polarization, 1536-well | inhibition, % at 9.4 µM | AID 504523 | Q14145 | hit rate 0.15% among 340,000; in the data active = inhibition above about 12%;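 note: human Keap1 Kelch domain with fluorescein labeled Nrf2 9mer peptide probe; 0% = neutral control wells and 100% = peptide positive control; higher means more block of Keap1 binding to Nrf2 peptide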
# Target sequence (Q14145 whole entry, looked up, the tested form may be a part): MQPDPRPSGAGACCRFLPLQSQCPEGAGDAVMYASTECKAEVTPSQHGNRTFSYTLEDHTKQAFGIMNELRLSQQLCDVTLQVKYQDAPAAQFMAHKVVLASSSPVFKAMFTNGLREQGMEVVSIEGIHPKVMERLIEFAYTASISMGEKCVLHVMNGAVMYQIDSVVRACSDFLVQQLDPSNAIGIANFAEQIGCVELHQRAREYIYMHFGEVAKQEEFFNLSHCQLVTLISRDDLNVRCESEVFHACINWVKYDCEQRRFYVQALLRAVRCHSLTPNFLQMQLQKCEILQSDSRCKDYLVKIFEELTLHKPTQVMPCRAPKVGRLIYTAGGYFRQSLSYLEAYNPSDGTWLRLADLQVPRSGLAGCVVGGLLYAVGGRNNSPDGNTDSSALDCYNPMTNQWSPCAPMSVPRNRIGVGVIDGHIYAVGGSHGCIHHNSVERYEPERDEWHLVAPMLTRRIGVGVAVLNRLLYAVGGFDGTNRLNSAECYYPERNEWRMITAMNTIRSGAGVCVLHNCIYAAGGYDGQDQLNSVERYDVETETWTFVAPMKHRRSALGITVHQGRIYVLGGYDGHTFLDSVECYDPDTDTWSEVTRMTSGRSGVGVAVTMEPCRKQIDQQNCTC
# DAGLB inhibitor = diacylglycerol lipase beta (human) inhibition. hit rate 0.059% among 340,000. inhibition, % at 5.17 µM. HEK293T DAGLB membrane lysate, EnzChek fluorogenic substrate. Q8NCG7; in the data active = inhibition above about 34%;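 note: 0% = enzyme with vehicle and 100% = wells lacking enzyme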
# Cardiac RTF inh = cardiac RTF calcium desensitization; hit rate 0.12% among 340,000; IANBD-labeled cardiac RTF, Ca2+ fluorescence; inhibition, % at 7.15 µM; P19429+P45379;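 active = inhibition above the mean inhibition of all tested compounds plus 3 SD, cut at about 17% in these data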;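 note: assay run at fixed EC70 calcium of 1.6 mM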
# PKA-R2B activ = activators of human PKA-R2B complex. AID 504700. PKA-R2B holoenzyme dissociation, Cy5-IP20 fluorescence polarization; R2B truncated from residue 108, S112A mutant; 0% DMSO only, 100% 113 µM cGMP. P22694+P31323. hit rate 0.079% among 340,000. activation, % at 11.4 µM;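 active = activation above a cutoff set at the mean over all compounds plus 3 SD, cut at about 18% in these data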;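 note: higher means more holoenzyme dissociation and a rise in polarization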
# Target sequence (P31323 whole entry, looked up, other chains not shown, the tested form may be a part): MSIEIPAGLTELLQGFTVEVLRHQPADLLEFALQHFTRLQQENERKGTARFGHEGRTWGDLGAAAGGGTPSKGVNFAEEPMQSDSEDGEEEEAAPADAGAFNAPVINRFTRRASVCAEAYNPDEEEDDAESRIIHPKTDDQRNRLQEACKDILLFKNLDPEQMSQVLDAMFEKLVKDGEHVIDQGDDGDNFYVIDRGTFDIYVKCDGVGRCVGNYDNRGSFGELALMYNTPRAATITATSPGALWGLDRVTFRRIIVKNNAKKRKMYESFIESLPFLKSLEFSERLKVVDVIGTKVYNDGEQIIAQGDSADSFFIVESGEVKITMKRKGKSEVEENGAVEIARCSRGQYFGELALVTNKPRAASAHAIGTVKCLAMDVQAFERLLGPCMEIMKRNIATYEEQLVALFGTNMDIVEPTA
# SR-BI DiI inh = blocks mouse SR-BI lipid uptake from DiI-HDL; Q61009; ldlA[mSR-BI] CHO cells, DiI-HDL uptake fluorescence, 3 h; inhibition, % at 12.5 µM; hit rate 0.96% among 320,000; AID 488896;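 active = mean replicate inhibition of at least 70% and a set share of replicates each scoring 70 or more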;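 note: 0% = median of neutral control wells and 100% = median of positive control wells; values of inactives mirror those of a sister screen read the other way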
# * = called active by the depositor; x = no result given.
SMILES,Arrestin-AP2 inh,SR-BI DiI-HDL act,NSD2 inh,PvdQ inh,LANA DNA inh,Keap1 Nrf2 FP,DAGLB inhibitor,Cardiac RTF inh,PKA-R2B activ,SR-BI DiI inh
Cc1nnc(SCC(=O)NCc2ccccc2)[nH]c1=O,8,8,-6,10,-1.7,-4,1,-3,2,-8
CCCCNC(=O)CC1S/C(=N/N=C/c2ccc(OC)cc2)NC1=O (stereo not drawn),14,10,-1,-19,1.8,0,1,-9,-6,-10
Cc1cc(=O)oc(C)c1C(=O)NCCN1CCOCC1,7,17,-4,-7,0.7,5,1,-7,8,-17
Cc1onc(-c2ccccc2Cl)c1C(=O)NC1CCCCCC1,-7,1,-3,-8,1.3,-5,-1,-11,-8,-1
CC1CCCCN1S(=O)(=O)c1ccc(NC(=O)CSc2nnnn2C)cc1 (stereo not drawn),-5,19,-11,-13,1.5,-5,-1,-5,6,-19
O=C(O)Cc1coc2cc3c(cc12)CCC3,0,-5,1,2,0.0,1,1,-6,1,5
O=C(COC(=O)CCc1ccc(S(=O)(=O)N2CCOCC2)cc1)Nc1ncc(C(F)(F)F)cc1Cl,-8,16,12,-9,-0.5,2,-3,-9,6,-16
COCC(COCCCNC(=O)Nc1ccc(Br)cc1)OC (stereo not drawn),-8,-6,0,-13,1.6,-2,-1,-6,-7,6
O=C(c1ccc(NC2=NC3CS(=O)(=O)CC3S2)cc1)N1CCN(c2ccc(F)cc2)CC1 (stereo not drawn),20,39,x,11,1.5,1,-2,-5,-2,-39
CCN1CCN(C(=O)c2cc(-c3ccc(Cl)s3)nc3ccccc23)CC1,-10,-11,-2,-15,1.3,2,-3,-7,2,11
O=C(Nc1ccc2c(c1)CCCN2C(=O)c1cccs1)c1c(F)cccc1F,13,-18,1,-2,4.3,-3,-9,4,-17,18
Cc1nn(-c2ccc(N3CCCCC3)nn2)c(C)c1CCC(=O)Nc1ccccc1F,9,-67,-8,5,1.1,3,-1,-10,-10,67
O=C(O)CN1C(=O)SC(Nc2ccc(C(=O)O)cc2)C1=O (stereo not drawn),5,-6,0,-18,0.9,-6,-3,-4,-2,6
O=[N+]([O-])c1ccccc1Oc1ccccc1Cl,1,15,-3,-9,1.2,-2,-4,-12,-8,-15
COc1ccc(CN(CC(=O)NCc2ccccc2)C(=O)CCC(=O)Nc2ccccn2)cc1,-3,x,2,-11,2.2,4,0,-15,-6,x
Cc1cccc2c(=O)c(C(=O)N3CCCCCC3)c[nH]c12,4,-25,-3,-9,1.4,0,0,4,-1,25
O=C(c1ccc(F)cc1F)C1CCN(c2ccc([N+](=O)[O-])cn2)CC1,6,-11,-2,-6,-1.0,-4,x,x,x,11
CCCCOc1ccc(-c2csc(N)n2)cc1[N+](=O)[O-],-6,30,4,-9,-1.0,-2,-1,11,-6,-30
CC(c1c(O)c2ccccc2[nH]c1=O)C1(C)CCC(O)C(C)(C)O1 (stereo not drawn),-3,9,x,-11,0.8,0,-1,3,1,-9
COC(=O)CSc1nc(C2CC2)cc(C(F)(F)F)c1C#N,-2,10,-14,-2,1.1,0,-6,0,-3,-10
Cn1cnc2c1c(=O)n(Cc1cccc(Cl)c1)c(=O)n2C,-9,20,-3,-10,-2.3,-6,0,-7,-2,-20
COc1ccc(NC(=O)CN(c2ccc(OC)cc2)S(=O)(=O)c2ccc(OC)c(OC)c2)cc1,33,0,2,3,-0.3,1,-3,-2,-3,0
CCOC(=O)c1ccc(-c2ccc3oc(-c4ccsc4)cc(=O)c3c2)cc1F,4,3,x,-14,-2.1,-5,1,-9,2,-3
Cc1ccc(CNC(=O)C2CCC(CNc3nc(=S)[nH]c4ccccc34)CC2)cc1 (stereo not drawn),-7,-47,3,-9,1.2,-3,28,6,-8,47
COc1ccc(C2(C)NC(=O)N(CC(=O)N(c3ccccc3)C3CCS(=O)(=O)C3)C2=O)cc1 (stereo not drawn),-5,16,-3,-14,-0.7,-2,-1,2,12,-16
Cc1ccc(C23CC4CC(CC(C(=O)OCC(=O)N(C)C)(C4)C2)C3)cc1,11,5,-7,-12,-1.5,-2,-6,-13,-4,-5
COC(=O)Nc1ccc(S(=O)(=O)Nc2cccc3ccccc23)cc1,-4,-12,-1,-11,-0.4,-5,0,-2,9,12
CCc1ccc(CN(C)C(=O)C2=CC=CN3CCS(=O)(=O)N=C23)cc1,3,30,-1,-6,-1.4,0,-1,-5,3,-30
CN(C)C(=O)Oc1ccc[n+](C)c1,-3,1,x,-5,-0.4,-3,2,8,0,-1
Cc1cccc(OCCSc2nc(N)cc(N)n2)c1,-18,x,3,5,1.5,-1,0,0,-7,x
O=S(=O)(NCc1ccccn1)C(F)(F)F,31,6,x,5,-2.0,0,2,-16,-3,-6
CN1C(C(=O)NCc2ccc(OC(F)(F)F)cc2)CC2Cn3c(nc4cc5ccccc5cc43)C21 (stereo not drawn),5,4,x,-7,-0.7,2,0,-3,7,-4
CC(C)CC1Nc2ncnc(N3CCN(c4ccccc4)CC3)c2N(Cc2ccccc2)C1=O (stereo not drawn),-2,3,x,6,1.1,-2,0,2,-7,-3
COC(C[C@H](O)[C@H](C)[C@@H](O)COCc1ccccc1)OC,34,14,x,2,-2.0,-1,-5,-7,3,-14
CCN(CC)C(=O)c1c2c(nc3ccccc13)-c1ccccc1CC2,19,-53,-1,-6,-1.5,0,1,-4,-3,53
CC(=O)C1=C(C)NC(=O)NC1c1cccc([N+](=O)[O-])c1O (stereo not drawn),31,20,2,0,2.0,3,4,-11,-14,-20

# Already shown: 13 of the compounds above.
SMILES,Arrestin-AP2 inh,SR-BI DiI-HDL act,NSD2 inh,PvdQ inh,LANA DNA inh,Keap1 Nrf2 FP,DAGLB inhibitor,Cardiac RTF inh,PKA-R2B activ,SR-BI DiI inh
Cn1cnc2c1c(=O)n(Cc1cccc(Cl)c1)c(=O)n2C,-9,20,-3,-10,-2.3,-6,0,-7,-2,-20
COc1ccc(NC(=O)CN(c2ccc(OC)cc2)S(=O)(=O)c2ccc(OC)c(OC)c2)cc1,33,0,2,3,-0.3,1,-3,-2,-3,0
CCOC(=O)c1ccc(-c2ccc3oc(-c4ccsc4)cc(=O)c3c2)cc1F,4,3,x,-14,-2.1,-5,1,-9,2,-3
Cc1ccc(CNC(=O)C2CCC(CNc3nc(=S)[nH]c4ccccc34)CC2)cc1 (stereo not drawn),-7,-47,3,-9,1.2,-3,28,6,-8,47
COc1ccc(C2(C)NC(=O)N(CC(=O)N(c3ccccc3)C3CCS(=O)(=O)C3)C2=O)cc1 (stereo not drawn),-5,16,-3,-14,-0.7,-2,-1,2,12,-16
Cc1ccc(C23CC4CC(CC(C(=O)OCC(=O)N(C)C)(C4)C2)C3)cc1,11,5,-7,-12,-1.5,-2,-6,-13,-4,-5
COC(=O)Nc1ccc(S(=O)(=O)Nc2cccc3ccccc23)cc1,-4,-12,-1,-11,-0.4,-5,0,-2,9,12
CCc1ccc(CN(C)C(=O)C2=CC=CN3CCS(=O)(=O)N=C23)cc1,3,30,-1,-6,-1.4,0,-1,-5,3,-30
CN(C)C(=O)Oc1ccc[n+](C)c1,-3,1,x,-5,-0.4,-3,2,8,0,-1
Cc1cccc(OCCSc2nc(N)cc(N)n2)c1,-18,x,3,5,1.5,-1,0,0,-7,x
O=S(=O)(NCc1ccccn1)C(F)(F)F,31,6,x,5,-2.0,0,2,-16,-3,-6
CN1C(C(=O)NCc2ccc(OC(F)(F)F)cc2)CC2Cn3c(nc4cc5ccccc5cc43)C21 (stereo not drawn),5,4,x,-7,-0.7,2,0,-3,7,-4
CC(C)CC1Nc2ncnc(N3CCN(c4ccccc4)CC3)c2N(Cc2ccccc2)C1=O (stereo not drawn),-2,3,x,6,1.1,-2,0,2,-7,-3

# Remaining list, next part:
SMILES,Arrestin-AP2 inh,SR-BI DiI-HDL act,NSD2 inh,PvdQ inh,LANA DNA inh,Keap1 Nrf2 FP,DAGLB inhibitor,Cardiac RTF inh,PKA-R2B activ,SR-BI DiI inh
Cc1n[nH]c(=S)n(/N=C/c2ccccn2)c1=O,-5,7,-1,-16,-1.0,-7,2,-14,2,-7
CC(C)[C@H](NC(=O)N1CC(=O)Nc2ccccc21)C(=O)N[C@@H](C(=O)O)c1ccccc1,20,20,0,-2,0.9,8,2,-6,9,-20
CC(C)(C)C(=O)Nc1ccccc1C(=O)OCC(=O)c1ccc2c(c1)OCCO2,-27,-18,12,-13,-0.8,-2,-15,4,-8,18
C[C@H](C[C@H](O)[C@H]1OC1(C)C)C1=C2C[C@H](O)C3[C@@]4(C)CCC(=O)C(C)(C)C4CC[C@]3(C)[C@@]2(C)CC1 (stereo partly drawn),18,-13,x,-11,1.1,1,-1,-17,-10,13
Cc1cc(C)cc(N(CC(=O)NCc2ccc3c(c2)OCO3)C(=O)CCC(=O)Nc2ccccn2)c1,0,5,-1,-8,-0.6,0,1,0,1,-5
CC(C)(C)NC(=O)CN(C(=O)CCC(=O)Nc1nccs1)c1ccc(F)c(Cl)c1,25,-13,-2,4,0.1,-4,-2,-2,-2,13
Cc1ccc(OCCCCN2CCc3ccccc3C2)cc1,4,7,4,-11,-0.9,1,-6,-3,-2,-7
CC(/C=N/NC(=O)c1cc(-c2ccncc2)nc2ccccc12)=C\c1ccco1,19,-53,2,7,0.1,-6,3,-6,-3,53
Cc1ccc(-c2nnn(CC(=O)N3CCN(c4nc5ccccc5s4)CC3)n2)cc1,-6,-21,-1,-9,-0.2,-4,1,4,-7,21
COc1ccc(S(=O)(=O)NNC(=O)Nc2ccc(C)cc2C)c(OC)c1,-8,x,-1,-10,0.2,5,-1,-1,-13,12
CCCC[n+]1ccn(-c2nc3ccccc3nc2[N-]S(=O)(=O)c2ccc(C)cc2)c1,12,-9,1,-10,-0.5,-2,-1,-8,4,9
COc1cccc(NC(=O)CN2C(=O)NC(C)(CCC(C)C)C2=O)c1 (stereo not drawn),-10,1,-4,-16,-0.6,-2,0,-5,5,-1
CCOCCCNC(=O)C(NC(=O)c1ccccc1O)c1ccc(Cl)cc1 (stereo not drawn),-9,2,-6,-5,-0.8,-6,-1,-5,-9,-2
CC(=O)Nc1ccc(OCC(O)CN2CCCCC2C)cc1 (stereo not drawn),0,-11,9,-11,1.6,-3,2,4,-5,11
CN(C)CCCNC(=O)/C(=C\c1ccc(-c2cccc([N+](=O)[O-])c2)o1)NC(=O)c1ccccc1,6,9,7,9,-3.2,1,0,10,-6,-9
Cc1noc(C)c1CSCC(=O)Nc1nc2ccc(Oc3ccccc3)cc2s1,2,14,-1,-6,0.8,-7,-1,-2,-1,-14
Cc1ccccc1C(=O)N1CCC(C(=O)OCc2ccccc2Cl)CC1,-5,-14,11,-8,0.7,-6,-6,0,-8,14
